Screening data: PubChem, University of Kansas High Throughput Screening Laboratory
Pf apPOL inh = Pf-apPOL DNA polymerase inhibition; Recombinant Pf-apPOL, molecular beacon fluorescence, 1.5 h; inhibition, % at 10 µM; hit rate 0.25% among 210,000
mHTT CaM bind = inhibitors of human mutant huntingtin-calmodulin interaction. hit rate 3.6% among 190,000. inhibition, % at 15 µM. AID 1671202. AlphaScreen His-mHTT/GST-CaM binding, luminescence;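 further: 0% = both proteins with DMSO and 100% = one protein alone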
Target sequence (P42858 whole entry, looked up, stated change not applied): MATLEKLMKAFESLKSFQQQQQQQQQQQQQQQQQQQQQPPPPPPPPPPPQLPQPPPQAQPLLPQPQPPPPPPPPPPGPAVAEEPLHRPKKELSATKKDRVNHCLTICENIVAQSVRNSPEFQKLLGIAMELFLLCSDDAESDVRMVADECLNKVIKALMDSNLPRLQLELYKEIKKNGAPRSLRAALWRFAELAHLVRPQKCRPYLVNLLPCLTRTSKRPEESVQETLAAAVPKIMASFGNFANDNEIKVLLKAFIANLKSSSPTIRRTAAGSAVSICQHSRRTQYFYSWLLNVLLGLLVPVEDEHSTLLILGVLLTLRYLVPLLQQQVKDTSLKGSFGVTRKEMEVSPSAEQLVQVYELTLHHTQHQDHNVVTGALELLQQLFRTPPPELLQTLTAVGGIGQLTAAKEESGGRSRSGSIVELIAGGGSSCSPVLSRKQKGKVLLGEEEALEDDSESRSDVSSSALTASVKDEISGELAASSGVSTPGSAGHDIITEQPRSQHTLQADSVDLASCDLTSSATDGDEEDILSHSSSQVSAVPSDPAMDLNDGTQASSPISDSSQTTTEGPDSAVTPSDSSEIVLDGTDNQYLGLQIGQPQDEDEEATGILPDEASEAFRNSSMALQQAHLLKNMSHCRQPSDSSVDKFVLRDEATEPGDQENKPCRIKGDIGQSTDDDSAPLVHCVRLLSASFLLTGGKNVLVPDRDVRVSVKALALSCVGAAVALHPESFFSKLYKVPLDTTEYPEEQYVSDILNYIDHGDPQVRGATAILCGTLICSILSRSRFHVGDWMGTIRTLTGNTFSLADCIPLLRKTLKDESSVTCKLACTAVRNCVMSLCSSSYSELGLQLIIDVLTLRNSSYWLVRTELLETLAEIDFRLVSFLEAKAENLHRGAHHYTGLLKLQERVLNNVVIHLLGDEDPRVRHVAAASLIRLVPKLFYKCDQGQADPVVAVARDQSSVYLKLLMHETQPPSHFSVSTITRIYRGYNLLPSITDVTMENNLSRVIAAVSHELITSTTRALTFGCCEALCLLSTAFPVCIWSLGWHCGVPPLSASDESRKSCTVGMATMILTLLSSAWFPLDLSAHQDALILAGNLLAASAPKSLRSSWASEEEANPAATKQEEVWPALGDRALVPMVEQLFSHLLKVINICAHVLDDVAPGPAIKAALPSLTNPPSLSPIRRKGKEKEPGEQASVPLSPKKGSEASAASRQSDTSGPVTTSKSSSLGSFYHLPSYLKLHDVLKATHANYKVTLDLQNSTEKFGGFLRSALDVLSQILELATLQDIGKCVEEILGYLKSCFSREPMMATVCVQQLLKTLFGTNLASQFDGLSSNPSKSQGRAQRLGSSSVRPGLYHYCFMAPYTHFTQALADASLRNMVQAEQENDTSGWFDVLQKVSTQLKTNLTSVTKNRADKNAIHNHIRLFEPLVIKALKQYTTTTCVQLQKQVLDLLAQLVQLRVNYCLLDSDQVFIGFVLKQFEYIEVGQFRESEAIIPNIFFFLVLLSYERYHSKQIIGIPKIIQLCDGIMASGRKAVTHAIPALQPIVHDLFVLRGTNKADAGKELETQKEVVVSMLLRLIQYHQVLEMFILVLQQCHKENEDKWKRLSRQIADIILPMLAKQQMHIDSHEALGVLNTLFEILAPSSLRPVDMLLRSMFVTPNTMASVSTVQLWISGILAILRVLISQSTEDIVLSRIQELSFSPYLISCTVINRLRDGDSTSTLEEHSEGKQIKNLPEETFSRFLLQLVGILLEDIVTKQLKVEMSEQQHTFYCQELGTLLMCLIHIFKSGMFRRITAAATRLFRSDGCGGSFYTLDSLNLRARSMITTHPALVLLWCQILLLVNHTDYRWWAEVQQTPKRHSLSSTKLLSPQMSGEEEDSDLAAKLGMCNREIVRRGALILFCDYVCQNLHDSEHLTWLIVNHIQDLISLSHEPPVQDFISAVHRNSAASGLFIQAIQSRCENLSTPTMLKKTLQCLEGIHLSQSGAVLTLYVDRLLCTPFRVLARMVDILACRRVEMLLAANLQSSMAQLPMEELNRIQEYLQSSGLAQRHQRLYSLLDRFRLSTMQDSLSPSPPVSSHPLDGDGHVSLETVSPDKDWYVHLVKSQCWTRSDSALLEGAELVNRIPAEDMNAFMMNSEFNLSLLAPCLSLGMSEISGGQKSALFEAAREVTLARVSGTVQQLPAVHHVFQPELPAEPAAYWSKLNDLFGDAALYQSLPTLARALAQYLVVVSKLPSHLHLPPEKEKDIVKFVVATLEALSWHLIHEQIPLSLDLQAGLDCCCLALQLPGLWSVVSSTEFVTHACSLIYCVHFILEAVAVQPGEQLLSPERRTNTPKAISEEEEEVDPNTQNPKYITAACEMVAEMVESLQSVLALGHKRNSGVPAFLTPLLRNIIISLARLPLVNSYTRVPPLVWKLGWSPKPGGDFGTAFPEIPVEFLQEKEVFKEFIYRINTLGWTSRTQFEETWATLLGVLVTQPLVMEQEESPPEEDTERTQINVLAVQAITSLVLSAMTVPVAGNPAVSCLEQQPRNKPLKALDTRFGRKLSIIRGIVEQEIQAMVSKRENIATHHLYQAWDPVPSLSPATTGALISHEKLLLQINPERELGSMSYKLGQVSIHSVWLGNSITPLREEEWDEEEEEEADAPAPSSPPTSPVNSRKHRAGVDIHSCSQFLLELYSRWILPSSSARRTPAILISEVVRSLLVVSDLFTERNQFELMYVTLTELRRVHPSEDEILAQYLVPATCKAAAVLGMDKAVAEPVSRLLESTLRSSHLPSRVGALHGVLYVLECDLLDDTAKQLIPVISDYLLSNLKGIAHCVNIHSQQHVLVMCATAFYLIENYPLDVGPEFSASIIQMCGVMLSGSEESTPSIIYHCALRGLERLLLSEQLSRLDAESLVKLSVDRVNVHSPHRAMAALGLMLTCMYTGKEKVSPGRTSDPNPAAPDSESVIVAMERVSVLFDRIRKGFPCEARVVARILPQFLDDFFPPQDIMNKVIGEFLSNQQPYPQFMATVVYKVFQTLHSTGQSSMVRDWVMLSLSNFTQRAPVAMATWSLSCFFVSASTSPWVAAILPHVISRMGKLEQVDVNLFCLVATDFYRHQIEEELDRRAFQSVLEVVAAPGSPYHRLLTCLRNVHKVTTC
* = called active by the depositor; nt = no result given; & = joins results of further samples. No stated cut-off is given here; in the data, active means inhibition above about 50%; inactive means the rest. The list is partial; the hit share may differ from the screen's.

SMILES | Pf apPOL inh | mHTT CaM bind
NC(=O)c1ccc(NC(=O)CSc2ccccn2)cc1 | -3 | -4
COc1cc(/C=C2\SC(=O)NC2=O)cc([N+](=O)[O-])c1O | 1 | 32
COc1ccccc1NC(=O)N1CCCC1c1ccccc1F (centres undefined) | -4 | -10
CC12CC3CC(C1)CC(NC(=O)c1ccc(Cl)cc1Cl)(C3)C2 | 0 | -4
O=c1nc(SCc2c(F)cccc2Cl)c2c([nH]1)CCCC2 | 5 | -8
O=C1C2=C(C(c3ccccc3)=NCCN2)C(c2cccc([N+](=O)[O-])c2)N1c1ccccc1 (centres undefined) | 10 | 13
O=C1C(c2ccncc2)N(Cc2ccccc2)C(=O)CN1c1ccc(F)cc1 (centres undefined) | -2 | -3
O=C(CN1C(=O)C2CCCN2C(=O)c2ccc(F)cc21)NCc1ccccc1 (centres undefined) | -7 | -5
Cc1ccc(NC(=O)COc2ccc(Br)cc2)cc1 | 80* | -16
COc1ncc(C(=O)NC(C)c2ccc(F)cc2)cn1 (centres undefined) | 0 | -5
COc1ccc(-n2c(/C=C/c3cccc(OC)c3O)nc3ccccc3c2=O)cc1OC | -7 | 38
COc1ccc(C2CC(=O)C3=C(C2)Nc2ccccc2NC3c2coc3ccc(C)cc3c2=O)cc1 (centres undefined) | 6&-3 | -5&-9
COc1ccccc1NC(=O)c1cc(S(=O)(=O)N2CCCCC2)ccc1F | -4 | -7
C=CCN(C(=O)OC(C)(C)C)S(=O)(=O)NCc1ccccc1 | 1 | -13
Clc1ccccc1C1CC(c2ccc(I)cc2)Nc2nnnn21 (centres undefined) | 6 | -3
CCOc1ccc(C(=O)Nc2c3c(nn2-c2ccc(OC)cc2)CS(=O)C3)cc1 (centres undefined) | -3 | 0
CCOc1ccc(N2CC(C(=O)Nc3ccccc3OCC)CC2=O)cc1 (centres undefined) | -1&-8 | 28&8
CC(=O)Nc1ccccc1/C=C/c1ccc2c(C)cc(C)c(O)c2n1 | -5 | 4
Cc1cccc(NCN2C(=O)C3C4C=CC(C4)C3C2=O)c1 (centres undefined) | 1 | 12
O=C1C2C3c4ccccc4C(CO)(c4ccccc43)C2C(=O)N1c1ccc(Cl)cc1 (centres undefined) | 16 | 17
Cc1nn(-c2ccccc2)c2nc(N3CCC(NC(=O)c4ccco4)CC3)sc12 | -4 | 1
CC1CC(N(C(=O)c2ccco2)c2ccccc2)c2ccccc2N1C(=O)c1ccco1 (centres undefined) | 3 | 2
O=C(NCc1ccc2c(c1)OCO2)C(=O)NCC1CCN(S(=O)(=O)C2CC2)CC1 | -4 | -12
Cc1cccc(C)c1NC(=O)COc1ccc([N+](=O)[O-])cc1 | -5 | -5
O=Cc1c[nH]c2ccc(Cl)cc12 | nt | -2
Clc1ccc(C2=CC(c3ccc(Br)cc3)n3ncnc3N2)cc1 (centres undefined) | 2 | -1
CC(C)C(=O)N1CCc2ccccc2C1C(=O)NCc1ccc(N(C)C)cc1 (centres undefined) | -5 | 1
CC(C)c1ccc(C(=O)NCCCN2CCOCC2)cc1 | 4 | 3
CCOC(=O)C(O)(NC(=O)c1ccccc1)C(F)(F)F (centres undefined) | -8 | nt
Cc1cc(C(=O)NNC(=O)c2cc(C)n(C(C)(C)C)n2)no1 | 2 | nt
Cc1noc(NS(=O)(=O)c2ccc(NC(=O)C(F)(F)F)cc2)c1C | -2 | 1
Cn1nc(C(C)(C)C)cc1C(=O)N1CCC(C(F)(F)F)CC1 | -18 | nt
CCC(=O)N1CCc2cc(Br)cc(S(=O)(=O)CCC(=O)NCC3CCCO3)c21 (centres undefined) | -1 | -1
CCOc1ccc(CCNC(=O)CCS(=O)(=O)Cc2cccc(Cl)c2)cc1OCC | -15 | 14
O=C(Nc1ccc(-c2nc3ccccc3s2)cc1)c1cnccn1 | -7 | -1
Cc1ccccc1CNC(=O)c1c(C)noc1-c1ccccc1C | 2 | -12
O=C(CCc1ccccc1)N1CCC(c2cnn(-c3cccc(F)c3)c2)CC1 | -1 | 8
COc1ccc(NC(=O)c2cc(Cl)ccc2OC)c(OC)c1 | 9 | -4
COc1ccc(NC(=O)c2ccc(-c3cncnc3)nc2)cc1 | 0 | -1
COc1ccc(/C=C/C2=NC(=C\c3cccc(Cl)c3)/C(=O)O2)cc1 | -3 | 2
CCOc1ccccc1NC(=O)CN(c1ccccc1OC)S(=O)(=O)c1ccc(C)cc1 | -4 | -1
O=c1[nH]c2ccccc2nc1CN1CCN(c2ccc(F)cc2)CC1 | 1 | 6
COc1ccc(NC(=O)COCC(=O)O)c(N2CCOCC2)n1 | -8 | nt
CCCCNC(=O)C1CCCN(c2nnc3cccc(C)n23)C1 (centres undefined) | -2 | -3
CCc1cc2c(=O)c(-c3ccc4c(c3)OCCCO4)coc2cc1OC | -5&4 | -4&-10
COc1ccc(Br)cc1C(=O)Nc1nc(C)cs1 | -2 | 0
CCCOc1ccc(CNC(=O)c2cc3c(s2)CN(C(C)C)C3)cc1 | -4 | 15
CSc1nnc2c(n1)OC(c1ccc3c(c1)OCO3)Nc1ccccc1-2 (centres undefined) | 4 | 2
O=C(Nc1c(C(=O)N2CCCC2)cnn1-c1ccccc1)c1ccc(F)cc1 | 2 | -2
CN1C(=O)c2ccc(NC(=O)CS(=O)(=O)c3ccc(F)cc3)cc2C1=O | 4 | -6
N#CC1=C(N)Oc2c(sc3ccccc23)C1c1cccs1 (centres undefined) | 3 | 27
C=CCSc1nc2c(c(=O)[nH]c(=O)n2C)n1C/C=C(\C)Cl | 1 | 0
COc1ccc(C(=O)N2CCN(c3ccc(C)c(C)c3)C(=O)C2C)cc1 (centres undefined) | 0 | -3
COc1ccc(Cl)cc1C(=O)CN1C(=O)COc2ccccc2C1=O | -5 | -6
O=C1CC(N2CCN(c3ccccn3)CC2)C(=O)N1c1ccc(Cl)cc1 (centres undefined) | 0 | 0
O=C(c1cccc(F)c1)N1CCC(c2cnn(-c3ccc(F)cc3)c2)CC1 | -4 | -5
CC[n+]1cc(C)ccc1/C=C/c1ccc(N(C)C)cc1 | 3 | 30
O=C(CSc1nc2ccccc2s1)c1ccccc1 | -5 | -27
O=C1C(Nc2ccccc2)=CC(c2ccc(Cl)cc2)N1c1ccccc1 (centres undefined) | -1 | -4
COc1ccc(Oc2cccc(F)c2C#N)cc1 | 3 | nt

Next part, starting with the last 2 of the part before.
SMILES | Pf apPOL inh | mHTT CaM bind
O=C1C(Nc2ccccc2)=CC(c2ccc(Cl)cc2)N1c1ccccc1 (centres undefined) | -1 | -4
COc1ccc(Oc2cccc(F)c2C#N)cc1 | 3 | nt
CC(=O)c1ccc(C(C)(C)c2ccc(C(C)(C)c3ccc(C(C)=O)s3)s2)s1 | nt | -18
COc1ccc(F)cc1S(=O)(=O)N1CCC(C(=O)Nc2cc(C)on2)CC1 | -1 | -11
COCCNC(=O)NCC1(c2ccc(OC)cc2)CCCC1 | -3 | -8
O=C(CC1Nc2ccccc2NC1=O)Nc1cccc2ccccc12 (centres undefined) | -7 | 0
Cc1ccc(C(=O)Nc2cccc(C(=O)O)c2)cc1S(=O)(=O)N1CCOCC1 | 10 | -4
COc1cccc(C2=CC(c3ccc(OC)cc3OC)n3ncnc3N2)c1 (centres undefined) | -9 | 22
CCc1ccc(OCC(O)CN2CCN(CC)CC2)cc1 (centres undefined) | -2 | 0
COC(=O)C1=C(NC(=O)c2cccc(F)c2)CCS1 | -2 | -6
Cc1ccc(C(=O)Nc2ccc(Cl)cc2Cl)c(Cl)c1 | 3 | -19
N#CC1=C(N)N(c2ccc(F)cc2)C2=C(C(=O)CCC2)C1c1ccc(Br)s1 (centres undefined) | 1 | 86*
COC(=O)C1CN(Cc2ccc(F)cc2)CCS(=O)(=O)N1Cc1cn(CCOC(C)=O)nn1 (centres undefined) | -3 | -5
Oc1ccc(/C=C/c2nc(-c3ccccc3O)n(-c3ccccc3)n2)cc1 | 6 | 92*
Cc1cccc(NC(=O)CN(c2ccc(I)cc2)S(C)(=O)=O)c1 | -10 | 2
CC1CC(C)CN(C(=O)c2coc(=O)c3ccccc23)C1 (centres undefined) | 4 | 3
CC1CN(C(=O)Nc2ccc(Cl)cc2)c2cc(Cl)ccc2O1 (centres undefined) | -4 | -15
O=C(c1ccc(C(F)(F)F)cc1)N1CCc2c(nc3cc[nH]n3c2=O)C1 | -3 | -2
Cc1ccc(NC(=O)c2cc(S(=O)(=O)N3CCCc4ccccc43)ccc2F)cc1F | 39 | -21
CC1(C)CC2CC(C)(CN2C(=O)c2ccc(NS(=O)(=O)c3ccc(F)cc3)cc2)C1 (centres undefined) | 4 | 10
CC(C)c1nnc2n1CCN(C(=O)CC1CCCCC1)C2 | 0 | 1
O=C(COC(=O)c1cccs1)c1ccc(Cl)cc1 | 1 | nt
CCN1CCN(CC2CCN(S(=O)(=O)Cc3c(F)cccc3Cl)CC2)CC1 | -6 | -2
O=c1c([N+](=O)[O-])c(N2CCCCC2)c2ccccc2n1Cc1ccccc1 | -7 | -4
O=C1C2ON(c3ccccc3)C(c3ccco3)C2C(=O)N1Cc1ccccc1 (centres undefined) | -8 | 4
CCOc1ccc(N2C(=O)CC(N3CCN(c4ccc(F)cc4)CC3)C2=O)cc1 (centres undefined) | -3 | -6
CC(C)c1cc(C2CCCN2Cc2cn[nH]c2-c2cccs2)on1 (centres undefined) | -1 | 12
COc1ccc(N(CC(O)CN2C(=O)NC(C)(C)C2=O)S(=O)(=O)c2ccccc2)cc1 (centres undefined) | -3 | 5
CCN(c1cccc(C)c1)S(=O)(=O)c1cc(Br)cc2c1N(C(=O)C1CC1)CC2 | -2 | 3
Cc1ccc(C2CC(c3ccccc3O)=NC3(CCN(C)CC3)N2)cc1 (centres undefined) | 6 | 38
O=C(OCc1cc(-c2ccc(F)cc2F)on1)c1ccc(=O)oc1 | 81* | 100*
CCC(=O)Nc1nc(C)c(-c2csc(Nc3ncccn3)n2)s1 | 0 | -3
Nc1cc(C2CCN(C(=O)c3ccccn3)CC2)no1 | -1 | 2
Cc1cc(C)nc(-n2nc(C)c3c2N(C)C(=O)CC3c2ccc(Br)cc2)n1 (centres undefined) | 4 | -2
CCC(C)(C)NC(=O)c1cn2c(n1)CCCC2 | -1 | -2
CC(C)c1ccccc1NC(=O)CN1CCN(c2ccc3c(c2)OCCO3)C1=O | -9 | -7
COc1cc(C2CC(=O)Nc3n[nH]c(C)c32)ccc1OCc1ccc(C)cc1 (centres undefined) | -6 | 13
O=C1/C(=C/c2cccc([N+](=O)[O-])c2)N=C2CCCCCN12 | -11 | 4
O=C(Nc1nc2c(s1)CCCC2)C1CCCN(c2ccc(-n3ccnc3)nn2)C1 (centres undefined) | -10 | 22
O=C(Nc1ccccc1Cl)C1CCCN(c2ncnc3c2nc2n3CCCCC2)C1 (centres undefined) | 1 | 22
Cc1ccc(C(=O)Nc2sc3c(c2C#N)CCCCC3)o1 | -2 | -5
CC(C)CCN1C(=O)C(C)(C)COc2ccc(NC(=O)c3cc(=O)c4ccccc4o3)cc21 | -1 | -4
COc1ccc2nsnc2c1 | -2 | nt
Cc1nnc(NC(=O)CN2CC(c3nc(Cc4ccccc4)no3)C2)s1 | -5 | -3
Cc1ccccc1C(=O)Nc1ccccc1C(=O)NC1CCCCC1 | -2 | 2
O=C(c1cc(=O)c(OCc2ccc(F)cc2)co1)N1CCN(c2ncccn2)CC1 | -12 | -9
Cc1ccc(S(=O)(=O)N2CCC(CCNC(=O)Nc3cccc(C)c3C)CC2)cc1 | 1 | 24
O=C(NCc1ccc(F)c(Cl)c1)c1cn2ccccc2n1 | 3 | -3
O=C(Nc1ccccc1C(F)(F)F)C1COc2ccccc2O1 (centres undefined) | 1 | -20
O=C(Nc1cccc(F)c1)c1ccc(Br)c(S(=O)(=O)N2CCCC2)c1 | -6 | -7

Copied from the results shown, 16 compounds:
SMILES | Pf apPOL inh | mHTT CaM bind
CCC(=O)Nc1nc(C)c(-c2csc(Nc3ncccn3)n2)s1 | 0 | -3
Nc1cc(C2CCN(C(=O)c3ccccn3)CC2)no1 | -1 | 2
Cc1cc(C)nc(-n2nc(C)c3c2N(C)C(=O)CC3c2ccc(Br)cc2)n1 (centres undefined) | 4 | -2
CCC(C)(C)NC(=O)c1cn2c(n1)CCCC2 | -1 | -2
CC(C)c1ccccc1NC(=O)CN1CCN(c2ccc3c(c2)OCCO3)C1=O | -9 | -7
COc1cc(C2CC(=O)Nc3n[nH]c(C)c32)ccc1OCc1ccc(C)cc1 (centres undefined) | -6 | 13
O=C1/C(=C/c2cccc([N+](=O)[O-])c2)N=C2CCCCCN12 | -11 | 4
O=C(Nc1nc2c(s1)CCCC2)C1CCCN(c2ccc(-n3ccnc3)nn2)C1 (centres undefined) | -10 | 22
O=C(Nc1ccccc1Cl)C1CCCN(c2ncnc3c2nc2n3CCCCC2)C1 (centres undefined) | 1 | 22
Cc1ccc(C(=O)Nc2sc3c(c2C#N)CCCCC3)o1 | -2 | -5
CC(C)CCN1C(=O)C(C)(C)COc2ccc(NC(=O)c3cc(=O)c4ccccc4o3)cc21 | -1 | -4
COc1ccc2nsnc2c1 | -2 | nt
Cc1nnc(NC(=O)CN2CC(c3nc(Cc4ccccc4)no3)C2)s1 | -5 | -3
Cc1ccccc1C(=O)Nc1ccccc1C(=O)NC1CCCCC1 | -2 | 2
O=C(c1cc(=O)c(OCc2ccc(F)cc2)co1)N1CCN(c2ncccn2)CC1 | -12 | -9
Cc1ccc(S(=O)(=O)N2CCC(CCNC(=O)Nc3cccc(C)c3C)CC2)cc1 | 1 | 24

Going on with the list:
SMILES | Pf apPOL inh | mHTT CaM bind
Cc1ccc(C)c(NC(=O)CCc2ccc3cc[nH]c3c2)c1 | -4 | 6
COc1ccc2[nH]c(C)c(CCC(=O)O)c(=O)c2c1 | -1 | 6
Cc1ccccc1NC(=O)N1CCCC1C(=O)NCc1csc(-c2cccs2)n1 (centres undefined) | -11 | 0
Cc1ccc(Oc2c(F)c(F)nc(N3CCOCC3)c2F)cc1 | 9 | -99
